LGR2 antag: blocks bursicon-induced cAMP signaling via Drosophila LGR2; HEK293 LGR2, CRE-luciferase, bursicon-stimulated, 4 h; inhibition, % at 9.99 µM; hit rate 0.35% among 380,000; AID 720647;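 active = drop in luminescence signal, shown as inhibition above about 50% in the replicate tests, limit read from the data, passing the limit was not always enough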;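 note: agonist challenge used bursicon conditioned medium at about half maximal strength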
Casp6 inh: blocks human caspase-6 cleavage activity; purified caspase-6, Z-VEID-R110 cleavage fluorescence; inhibition, % at 12.5 µM; hit rate 0.53% among 350,000;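 active = mean inhibition across replicates at least about 35%, with every replicate also reaching that limit, limit read from the data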;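 note: 0% = median of neutral control wells and 100% = no fluorescence left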
Target sequence (P55212 24-179 limits assumed): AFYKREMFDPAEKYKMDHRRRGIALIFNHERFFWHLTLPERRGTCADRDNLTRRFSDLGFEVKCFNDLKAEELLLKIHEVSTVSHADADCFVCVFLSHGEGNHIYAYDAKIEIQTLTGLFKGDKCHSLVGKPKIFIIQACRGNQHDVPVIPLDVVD
Target sequence (P55212 194-293 limits assumed): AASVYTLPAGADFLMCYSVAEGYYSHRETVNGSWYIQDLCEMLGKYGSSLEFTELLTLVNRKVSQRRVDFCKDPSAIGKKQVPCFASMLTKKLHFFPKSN
miR122 inh: miR-122 inhibition in Huh7 cells; hit rate 0.3% among 340,000; AID 602342; Huh7 miR-122 Renilla luciferase sensor, 48 h; neutral wells = 0, positive control = 100; activation (reporter increase), % at 12.5 µM;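 active = mean replicate activation score at least 90 and every replicate individually at or above 90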;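 note: higher luciferase means less miR-122 activity so hits act as miR-122 inhibitors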
EWS-Fli block: blocks EWS/Fli oncoprotein-driven transcription | hit rate 0.67% among 350,000 | A673 NR0B1-luciferase reporter, viability-normalised | inhibition, % at 12.6 µM | AID 651661;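 active = mean inhibition of at least 50% after viability correction, with every replicate also passing that limit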;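 note: firefly luciferase signal divided by Alamar Blue viability fluorescence both relative to DMSO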
PGC1a acetyl inh: PGC1a acetylation modulation, inhibitor mode | U2OS PGC1a acetylation, AlphaScreen anti-acetyl-lysine; with virally co-expressed GCN5 acetyltransferase | inhibition, % at 15.6 µM | hit rate 0.17% among 350,000;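 active = every replicate shows inhibition of at least 40%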;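 note: 0% = neutral control wells and 100% = positive control wells; some results beyond the cut were filed as inactive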
PAX8 reporter: inhibitors of PAX8 transcriptional activity in RMG-I cells. RMG-I TPO-luciferase reporter, SteadyGlo, 24 h. inhibition, % at 12.6 µM. hit rate 1.2% among 360,000;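 active = mean replicate inhibition at least 60% with every replicate also reaching 60%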;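 note: luciferase light reporting Pax8 driven TPO promoter activity; plate controls were median of neutral control wells for no effect and mitoxantrone controls for full effect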
FN deposit inh: fibronectin deposition inhibition. AH1F fibroblasts, Alexa488-fibronectin deposition fluorescence, overnight. inhibition, % at 12.6 µM. hit rate 0.086% among 350,000. AID 743247;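 active = mean inhibition across replicates of 30% or more, regardless of how many single replicates reach that level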;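 note: positive control wells lacked labelled fibronectin entirely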
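test system = AH1F fibroblasts assembling fluorescent fibronectin matrix | quantity = 10000 AH1F cells per well | buffer or medium = DMEM plus 2% serum, read in PBS | doses = single dose, pinned | incubation = 1 h cell attachment, overnight exposure to compound and label | detection = fluorescence at 485 nm excitation, 525 nm emission | read-out basis = inhibition from reduced deposited-fibronectin fluorescence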
Cneo AK release: Cryptococcus neoformans lysis via adenylate kinase release; lysis activity, % at 15 µM; C. neoformans lysis, adenylate kinase release luminescence, 4 h; normalised: neutral wells 0, clomiphene wells 100; hit rate 0.2% among 360,000; AID 651654;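 active = mean lysis activity across replicates of at least 80%, whatever share of replicates individually reach that level; inactive = mean lysis activity below 80%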
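Material – Cryptococcus neoformans yeast cells · Quantity – 5 × 10^6 yeast cells/mL · Buffer or medium – YPD medium · Compound – single dose · Timing – 4 h static compound exposure, 37 °C, read 1 h post-reagent · Signal – adenylate kinase release luminescence · Read-out basis – lysis from increased AK signal · Benchmarks – Clomiphene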
Numbers without * were called inactive; x = not tested or not shown; & = joins results of further samples; ! = not confirmed by another sample; [ ] = dose if it differs, or a comment.

Under each structure – EWS-Fli block, PGC1a acetyl inh, Cneo AK release, PAX8 reporter, miR122 inh, Casp6 inh, FN deposit inh, LGR2 antag
(1) COc1ccc(S(=O)(=O)N(C)C[C@H]2Oc3c(NC(=O)Nc4ccc5c(c4)OCO5)cccc3C(=O)N([C@@H](C)CO)C[C@H]2C)cc1
→ 4, 14, 0, x, -2[16.7 µM], 0, x, -5
(2) Cc1cc(C(=O)OCC(=O)Nc2cc(C(F)(F)F)ccc2N2CCOCC2)c(C)o1
→ x, -9, -7, x, -4, x, 6, x
(3) Cc1ccc(N2CCN(C(=O)C(=O)c3cccc([N+](=O)[O-])c3)CC2)cc1
→ 3, x, x, 18, x, 0, -3, -9
(4) CC(C)NC(=O)N(C)C[C@@H]1Oc2cc(C#CC3CC3)ccc2S(=O)(=O)N([C@H](C)CO)C[C@@H]1C
→ -3, 0, -2, x, 8[16.7 µM], 5, x, 5
(5) N#Cc1cnn(-c2ccc(F)cc2)c1N
→ -2, 8, -5, 6, 0, 2, 0, -16
(6) Nc1cccc(-c2nc3ccccc3s2)c1
→ x, -2, -8, -48, 4, x, -3, x
(7) CC(=O)c1ccc(N(C)C)c2c(N(C)C)cccc12
→ x, 5, -1, 16, 2, x, 4, x
(8) C[C@H](CO)N1C[C@H](C)[C@H](CN(C)C(=O)c2cccnc2)Oc2ncc(-c3ccc(F)cc3)cc2C1=O
→ 1, 2, -3, 14, 1[16.7 µM], -2, x, -5
(9) CCC(=O)N1CCc2cc(S(=O)(=O)NC(Cc3ccccc3)C(=O)NC3CCCCC3)ccc21 (configuration not stated)
→ 5, x, x, 38, x, -6, 3, -4
(10) NNc1nccc(Nc2ccccc2C(=O)O)n1
→ 0, 1, 3, -2, -7, 9, -6, x
(11) C[C@H]1CN([C@@H](C)CO)S(=O)(=O)c2ccc(-c3ccc(C(=O)N(C)C)cc3)cc2O[C@H]1CN(C)C(=O)C1CCOCC1
→ -2, 10, 0, -26, -3[16.7 µM], -2, x, 11
(12) Cc1ccc(CC(=O)Nc2ccncc2)cc1
→ -1, 5, 0, 8, -3, -2, 5, 0
(13) CC[C@H](C)[C@H]1CNC(=S)N1CC1CCN(CC2CCC(C)CC2)CC1 (some centres not stated)
→ 6, 0, 0, 12, -3, -7, 3, -10
(14) CCN1C/C(=C/c2ccc(N3CCOCC3)cc2)C(=O)/C(=C/c2ccc(N3CCOCC3)cc2)C1
→ 70*, x, x, 31, x, -9, -1, 41
(15) COc1ccc(S(=O)(=O)/C(C#N)=C/Nc2ccc(NC(C)=O)cc2)cc1
→ 1, -7, 4, -4, 2, 1, -12, 1
(16) C[C@H](CO)N1C[C@H](C)[C@@H](CN(C)Cc2ccc(-c3ccccc3)cc2)Oc2ccc(NC(=O)CCN3CCOCC3)cc2CC1=O
→ 4, 2, x, x, 32[16.7 µM], -6, x, 2
(17) COc1ccc2c3c(n(C)c2c1)[C@@H](CO)N(Cc1ccccc1Cl)CC31CN(C(=O)CC2CC2)C1
→ 12, -21, x, x, x, 1, x, 3
(18) CC(C)CCn1cnc2c(oc3nc4c(cc32)CCCC4)c1=O
→ -8, -8, x, -11, x, 1, -4, 68*
(19) COCC(=O)Nc1ccc2c(c1)C(=O)N(C)C[C@@H](OC)[C@H](C)CN(C(=O)c1ccccn1)[C@H](C)CO2
→ -1, -4, -2, -8, x, -3, -23, -11
(20) CNC(=S)N(CCCn1ccnc1)Cc1c(F)cccc1Cl
→ -29, x, -6, -2, 0, -36, 4, -1
(21) C[C@@H]1CCCCO[C@H](CN(C)Cc2ccc(C(=O)O)cc2)[C@H](C)CN([C@@H](C)CO)C(=O)c2cc(NC(=O)Nc3cccc4ccccc34)ccc2O1
→ -7, 3, -2, 22, 0[16.7 µM], 0, x, 3
(22) CC1(C(=O)NS(=O)(=O)C2CC2)CCCN(C(=O)COc2ccc(Cl)cc2Cl)C1 (configuration not stated)
→ -9, 2, 2, -10, x, -2, x, -2
(23) CCN(CC(=O)Nc1c(F)cccc1F)C(=O)C1CC(=O)N(CCc2ccccc2)C1 (configuration not stated)
→ -6, x, x, -6, x, -92, 1, 10
(24) CC(=O)Nc1ccc(-c2nnc(SCC(=O)n3c4c(c5ccccc53)CCCC4)n2C)cc1
→ 5, 6, -5, x, 7, -4, x, -3
(25) COc1cccc(CNC(=O)C[C@@H]2CC[C@H](NS(=O)(=O)c3ccccc3OC)[C@H](CO)O2)c1
→ -1, -6, -5, -11, x, 0, x, 4
(26) COc1ccc(C(=O)N/C(=C\c2cn(C)c3ccccc23)C(=O)N2CCOCC2)cc1OC
→ x, 9, -1, 13, x, -2, 8, 6
(27) Cc1nc(C(F)(F)F)ccc1C(=O)N1CCC1(C)C(=O)NS(=O)(=O)c1ccc(C#N)cc1 (configuration not stated)
→ 9, 0, 0, 3, 1, 1, 2, -4
(28) CC1CCC(C(C)C)C(OC(=O)Cn2nnc3c(cnn3-c3ccccc3)c2=O)C1 (configuration not stated)
→ 6, 3, -4, 23, 18, 2, -3, 0
(29) CC(C)C(=O)Nc1nnc(CCN2CCCCC2)s1
→ x, 9, 2, x, -5, x, 14, x
(30) CO[C@H]1CN(C)C(=O)c2cc(NS(=O)(=O)c3ccccc3F)ccc2OC[C@@H](C)NC[C@H]1C
→ -3, 2, 0, x, -7[16.7 µM], 12, -7, 1
(31) NS(=O)(=O)c1cc(C(=O)OCCNC(=O)c2ccccc2)c(Cl)cc1Cl
→ 14, 3, 0, 18, 1, -1, 13, 3
(32) COc1ccc(S(=O)(=O)NC2CC3CCC2C3)cc1Cl (configuration not stated)
→ 11, -7, 1, x, 108*, 2, x, -1
(33) O=C(CCCSc1nc2ccccc2[nH]1)N1CCN(c2ccccc2)CC1
→ x, -13, -4, x, -3, x, 8, x
(34) CC(=O)Nc1ccc(-c2ccnc3c2CC(C)(C(=O)Nc2ccc4c(c2)OCO4)O3)cc1 (configuration not stated)
→ 7, -10, -1, 4, 23, 4, 10, 0
(35) COc1ccccc1-n1c(CNC(=O)COc2ccccc2)n[nH]c1=S
→ x, 9, 1, x, 2, x, 3, -8
(36) Cc1cc(C)c2cc(CN(CCO)C(=O)NC3CCCCC3)c(=O)[nH]c2c1
→ 6, 5, 0, 9, -4, 4, 3, 4
(37) O=C(C[C@H]1C[C@H]2c3cc(NC(=O)C4CCOCC4)ccc3O[C@H]2[C@@H](CO)O1)NCc1cccnc1
→ 1, 5, 6, -2, -3[16.7 µM], -1, 8, 16
(38) O=C(CN1CCN(Cc2ccccc2)CC1)Nc1ccc(Cl)cn1
→ x, -8, -2, -4, -7, x, 6, x
(39) COc1cc(-c2nc3sc(C)c(C)c3c(=O)o2)cc(OC)c1OC
→ 8, x, -1, 28, -3, 0, -3, 8
(40) Cc1ccc(N=C2SC(C(=O)NCCc3ccccc3)CC(=O)N2C)cc1C (configuration not stated)
→ 8, x, x, 14, x, x, -2, -2
(41) O=C(NC(=S)Nc1ccc(S(=O)(=O)Nc2ccccc2)cc1)C1CC1
→ 4, -3, x, 4, x, 0, 0, -2
(42) N#Cc1cccc(N2[C@@H](Cc3cc4ccccc4n3Cc3ccccc3)COC[C@H]2Cc2ccc3ccccc3c2)c1
→ 0, 2, 0, -19, 2, -1, -1, -31
(43) Cc1ccc(N/C(=N/S(=O)(=O)c2cccs2)c2ccccc2)c(C)c1
→ 34, x, x, 10, x, 4, -2, -15
(44) COc1ccc(S(N)(=O)=O)cc1C(=O)OCC(=O)NC(C)(C#N)C1CC1 (configuration not stated)
→ -3, 9, -1, -8, -9, -1, 1, 8
(45) CCOc1ccc(CCNC(=O)c2c(C)noc2C)cc1OCC
→ -2, x, -1, x, -4, -1, 2, 29
(46) COc1ccc(-n2nc([N+](=O)[O-])c(=NC3CCN(Cc4ccccc4)CC3)n2O)cc1
→ 9, 3, -2, 1, 0, -5, 6, 6
(47) Cc1n[nH]c(C)c1CCC(=O)N/N=C/c1c[nH]c2ccccc12
→ 8, 0, 3, 25, -2, -3, 9, -7
(48) Cc1ccc2c(c1)N=C(c1ccc(Cl)cc1)CO2
→ x, -1, -1, x, -8, x, x, -5
(49) O=C(CSc1cccc[n+]1[O-])Nc1cc(S(=O)(=O)N2CCOCC2)ccc1N1CCOCC1
→ 8, x, x, 87*, x, -3, -1, -6
(50) CC(=O)OC1COC(N2CCc3cc(Br)c([N+](=O)[O-])cc32)C(OC(C)=O)C1OC(C)=O (configuration not stated)
→ x, 4, -1, 14, -8, x, 5, x
(51) CCCNC(=O)NC(=O)CN1CCCC1c1ccc2c(c1)OCCO2 (configuration not stated)
→ 4, x, 0, -5, -5, 3, 8, 19
(52) COC(=O)C[C@H]1C=C[C@@H](NC(=O)c2ccccc2)[C@@H](CO)O1
→ 3, 1, 5, -6, x, 0, x, 5
(53) C=CCOc1c2ccc(C(=O)NCc3ccc(C)cc3)cc2nn1C
→ -1, 2, 2, -4, -3, -1, 1, 3
(54) O=C(CN1CCCCC1)c1c[nH]c2ccccc12
→ 5, 3, 0, 16, -1, 0, 2, 13
(55) Cc1noc(C)c1S(=O)(=O)N(C)C[C@@H]1OCCCC[C@@H](C)Oc2ccc(NC(=O)Cc3ccccc3)cc2C(=O)N([C@@H](C)CO)C[C@@H]1C
→ -5, 3, x, 13, x, 2, x, -7
(56) CCOc1ccc(/C=C/C2=CC(C)(C)NC(=S)N2)cc1
→ 24, x, x, -2, x, 0, -4, 4
(57) COc1c(/C=C2\SC(=Nc3ccccc3Cl)NC2=O)cccc1[N+](=O)[O-]
→ 14, 6, -1, 4, -12, -1, 11, -12
(58) CCOC(=O)c1c(C)[nH]c(C)c1C(=O)COC(=O)/C=C/c1ccc(Cl)cc1
→ 3, x, x, 32, x, 0, -14, 0
(59) CCOC(=O)c1[nH]c2ccc(OCC)cc2c1NC(=O)CN1CCC2(CC1)OCCO2
→ x, -2, -1, x, 4, x, x, 0
(60) Cc1ccc(C)c(S(=O)(=O)N2CCN(C(=O)CCNC(=O)c3ccc(Br)cc3)CC2)c1
→ -2, x, 0, 10, -2, 6, 4, 3

Additional records follow.
Under each structure – EWS-Fli block, PGC1a acetyl inh, Cneo AK release, PAX8 reporter, miR122 inh, Casp6 inh, FN deposit inh, LGR2 antag
(61) CC1(C(=O)NS(=O)(=O)Cc2ccccc2)CCN1C(=O)CCc1ccccc1 (configuration not stated)
→ 0, x, 0, 5, -10, 0, x, 5
(62) O=C(NC1CCSc2ccccc21)c1ccc([N+](=O)[O-])cc1 (configuration not stated)
→ 2, 1, -2, -6, 3, -1, 3, -14
(63) CO[C@@H]1CN(C)C(=O)c2cc(NC(C)=O)ccc2OC[C@H](C)N(CCC(F)(F)F)C[C@@H]1C
→ 4, 5, -2, 9, -18[16.7 µM], -1, -8, 17
(64) COc1ccc(OCC(=O)N/N=C/C=C/c2ccccc2)cc1
→ 0, -6, -3, -12, 24, 2, -10, 19
(65) CCN(CC)S(=O)(=O)c1ccc2c(c1)nc(SCC(=O)NCC1CCCO1)n2CC (configuration not stated)
→ -1, 0, -3, 6, -4, 1, 0, 5
(66) COc1ccccc1-c1cnc2c(c1)C(=O)N([C@@H](C)CO)C[C@@H](C)[C@H](CN(C)C(=O)c1cccnc1)O2
→ 0&-5&-6, -7&-5&-5, 89*!, -18&-21, -3, 0&-5&2, -6, 1&6
(67) CN(C)C(=O)CN1CCN(Cc2cn(C)nc2-c2ccc3c(c2)OCCO3)CC1
→ 6, 6, x, -5, x, -2, x, -34
(68) COC(=O)c1ccccc1NC(=O)CCS(=O)(=O)c1ccc(Br)cc1
→ 6, x, x, 29, x, -3, -12, 7

Compound activity (PubChem)
